Menin MLL FP TR: qHTS Assay for Inhibitors Targeting the Menin-MLL Interaction in MLL Related Leukemias: Competition With Texas Red Labeled MLL-derived Mutant Peptide; Menin + Texas Red MLL mutant peptide, fluorescence polarization; Potency, µM (top dose mostly 61.6 µM), inactives show at the top dose FP activity change, negative = inhibition, actives largely listed as inhibitors; 270,000 tested, 0.23% active; AID 1768, 2009; active = well fitted inhibition curve with a large enough effect in the polarisation, with a control signal flat, not every such curve was filed as active; inconclusive = small, poorly fitted or top-dose-only effect, or effect the other way, or a change in a side signal; inactive = no such curve, though single readings can be large or run the other way; the % refers to the polarisation; note: potency is the fitted concentration of half-maximal effect; % of control where 0% means no effect; many of its hits are not listed in these tables
Mito fusion yeast: qHTS Assay for Small Molecule Inhibitors of Mitochondrial Division or Activators of Mitochondrial Fusion; S. cerevisiae fusion-defective mutant growth rescue, CellTiterGlo 48 h; Potency, µM (top dose mostly 46.1 µM), inactives show at the highest dose growth rescue (activation), usual class: activators; 320,000 tested, 0.23% active;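 note: potency is the fitted concentration of half-maximal effect; % of control where 0% means no effect; nearly all actives have a fitted effect of over 45% in size; temperature-sensitive fusion mutants such as fzo1-1 at 37 °C on non-fermentable ethanol glycerol medium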
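Growth-rescue viability read-out: after 48 h at the non-permissive 37C in glycerol/ethanol YPEG, yeast mitochondrial fusion mutants are measured by CellTiterGlo luminescence; compounds (23 nl pinned per well) restoring growth score as division inhibitors or fusion activators.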
KCNH2 3.1 block: qHTS for Inhibitors of KCHN2 3.1: Mutant qHTS. Potassium voltage-gated channel subfamily H member 2, brain isoform KCNH2 3.1 (human). U2OS KCNH2 3.1, thallium flux FluxOr; active compounds read low. activity change, % (tested at about 1.8 µM). 340,000 tested, 0.95% active;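 active = maximum activity change below -70%; inconclusive = maximum activity change from -70% to -50%; inactive = maximum activity change above -50%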;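 note: thallium influx rate constant from kinetic fluorescence after stimulation buffer; % is set by controls: 0 for no effect and ±100 for the full control effect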
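Channel expression came from 3.1 mutant virus (1.77 x 10^8 /mL) applied to suspended U2OS cells for 4 h. Flux was tracked with FluxOr dye plus Red40 quencher, and kinetic rate constants normalized to controls.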
PKM2 activator: qHTS Assay for Activators of Human Muscle isoform 2 Pyruvate Kinase; AID 1631, 2009; Potency, µM (top dose mostly 57.5 µM), inactives show at the highest dose activation, actives largely listed as activators; purified PKM2, Kinase-Glo ATP luminescence, activation; response scale: 0% is enzyme alone, no compound; 260,000 tested, 0.34% active; note: potency is the fitted concentration of half-maximal effect; % is set by controls: 0 for no effect and ±100 for the full control effect; nearly all actives have a fitted effect of over 55% in size
Target sequence (P14618 whole entry, looked up, canonical isoform): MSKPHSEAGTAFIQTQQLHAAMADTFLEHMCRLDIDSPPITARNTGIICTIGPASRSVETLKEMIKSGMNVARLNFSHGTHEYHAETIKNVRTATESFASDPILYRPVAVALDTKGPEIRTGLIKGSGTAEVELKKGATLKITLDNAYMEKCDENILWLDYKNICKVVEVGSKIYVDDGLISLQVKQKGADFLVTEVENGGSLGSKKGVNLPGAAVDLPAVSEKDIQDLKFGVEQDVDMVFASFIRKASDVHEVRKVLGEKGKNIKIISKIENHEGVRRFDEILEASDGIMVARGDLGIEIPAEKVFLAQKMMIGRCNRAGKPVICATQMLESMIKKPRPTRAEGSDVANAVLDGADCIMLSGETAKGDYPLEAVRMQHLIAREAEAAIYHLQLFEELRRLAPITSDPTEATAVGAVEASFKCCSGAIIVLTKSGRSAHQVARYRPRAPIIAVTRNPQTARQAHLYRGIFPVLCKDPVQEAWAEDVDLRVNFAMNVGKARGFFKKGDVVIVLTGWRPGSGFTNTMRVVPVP
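ATP formation by purified human PK-M2, quantified via coupled luciferase luminescence after 1 h at room temperature with 0.1 mM ADP and 0.5 mM PEP final.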
RORgamma inh: qHTS for inhibitors of ROR gamma transcriptional activity | AID 2551, 2010 | Nuclear receptor ROR-gamma (Mus musculus), P51450 | Potency, µM (titrated, usually from 53.6 µM), without a hit: at the top dose activity change, negative = inhibition, actives largely listed as inhibitors | Drosophila S2 Gal4-RORgamma UAS-luciferase reporter, 20 h | 310,000 tested, 5.4% active; note: potency is the fitted concentration of half-maximal effect; % is set by controls: 0 for no effect and ±100 for the full control effect; nearly all actives have a fitted effect of over 60% in size
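Luciferase reporter read in Schneider cells carrying Gal4-RORγ (mouse) and UAS-Photinus luciferase; cells given compound 1 h before 700 uM copper sulfate induction, then incubated 20 h at ambient temperature.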
Rab9 promoter act: qHTS Assay for Rab9 Promoter Activators; Potency, µM (doses to about 9.22 µM), for the others: at the highest dose activation, negative = inhibition, actives largely listed as activators; Huh7 Rab9 promoter-luciferase reporter, luminescence, 24 h; AID 485297, 2010; 320,000 tested, 2.8% active; note: potency is the fitted concentration of half-maximal effect; % of control where 0% means no effect; nearly all actives have a fitted effect of over 60% in size
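Quantitative HTS format; Huh7 Rab9-luciferase reporter cells (1500/well) receive compound 2 h post-plating, incubate 24 h at 37 °C, then get luciferase reagent for 10 min before luminescence reading.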
MBNL1-CUG inh: qHTS Assay for Inhibitors of MBNL1-poly(CUG) RNA binding. Potency, µM (doses to about 57.5 µM), without a hit: at the top dose activity change, negative = inhibition, most hits filed as inhibitors. 280,000 tested, 0.036% active. TR-FRET MBNL1-His/biotin-(CUG)12 binding, 665/545 ratio. Muscleblind-like protein 1 (Homo sapiens), Q9NR56; active = well fitted inhibition curve with a large enough effect in the signal ratio, with a control signal flat, not every such curve was filed as active; inconclusive = small, poorly fitted or top-dose-only effect, or effect the other way, or a change in a side signal; inactive = no such curve, though single readings can be large or run the other way; the % refers to the signal ratio; note: potency is the fitted concentration of half-maximal effect; % is set by controls: 0 for no effect and ±100 for the full control effect
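Compounds (final 92 nM to 58 uM) are added to His-tagged MBNL1 and biotin-(CUG)12, then terbium anti-His antibody and streptavidin-XL665 (5 nM final). After 60 min at room temperature, the 665/545 nm ratio is read.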
FLuc counter: qHTS profiling assay for firefly luciferase inhibitor/activator using purifed enzyme and Km concentrations of substrates (counterscreen for miR-21 project); purified FLuc, Km substrates, luminescence inhibition; Luciferin 4-monooxygenase (Photinus pyralis), P08659; 360,000 tested, 6.9% active; Potency, µM (highest dose often 57.5 µM), without a hit: top-dose activity change, negative = inhibition, hits mostly inhibitors; AID 588342, 2011;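 note: potency is the fitted concentration of half-maximal effect; plate controls were vehicle for no effect and reference inhibitor for full effect; nearly all actives have a fitted effect of over 55% in size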
Target sequence (P08659 whole entry, looked up): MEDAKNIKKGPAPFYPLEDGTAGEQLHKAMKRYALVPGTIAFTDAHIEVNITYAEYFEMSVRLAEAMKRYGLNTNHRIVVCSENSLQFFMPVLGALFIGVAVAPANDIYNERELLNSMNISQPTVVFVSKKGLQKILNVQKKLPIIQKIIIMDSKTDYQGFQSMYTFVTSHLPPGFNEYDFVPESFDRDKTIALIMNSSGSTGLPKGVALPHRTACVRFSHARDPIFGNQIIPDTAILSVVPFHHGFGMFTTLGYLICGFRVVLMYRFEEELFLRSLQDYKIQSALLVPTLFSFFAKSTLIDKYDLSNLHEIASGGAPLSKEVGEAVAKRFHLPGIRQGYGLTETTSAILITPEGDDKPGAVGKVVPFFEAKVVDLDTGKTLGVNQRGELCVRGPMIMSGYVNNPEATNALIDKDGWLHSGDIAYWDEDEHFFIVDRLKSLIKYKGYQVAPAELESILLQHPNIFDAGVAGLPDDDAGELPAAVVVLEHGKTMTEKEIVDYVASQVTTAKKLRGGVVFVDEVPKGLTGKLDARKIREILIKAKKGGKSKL
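Biochemical qHTS of compounds, final roughly 60 µM downward over six points, against 10 nM purified firefly luciferase using Km concentrations of substrates (10 uM D-luciferin, 10 uM ATP) in Tris acetate pH 7.5 buffer; luminescence output.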
NPC1 prom act: qHTS Assay for NPC1 Promoter Activators; Huh7 NPC1 promoter luciferase reporter, 24 h; Potency, µM (series often up to 9.22 µM), for the others: top-dose activation, actives largely listed as activators; 320,000 tested, 2.4% active;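 note: potency is the fitted concentration of half-maximal effect; % of control where 0% means no effect; nearly all actives have a fitted effect of over 60% in size; reporter is driven by a mutant NPC1 promoter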
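Stable NPC1-promoter luciferase Huh7 line; cpd (DMSO) 24 h, 37 °C, 5% CO2; Amplite luciferase reagent 10 min RT; luminescence readout. qHTS format.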
ELG1 DNA repair: qHTS screen for small molecules that inhibit ELG1-dependent DNA repair in human embryonic kidney (HEK293T) cells expressing luciferase-tagged ELG1; HEK293T ELG1-luciferase reporter, luminescence, 16 h; DNA damage induced by 5-fluorouridine; Potency, µM (titrated, usually from 46.1 µM), without a hit: at the highest dose activity change, negative = inhibition, actives largely listed as inhibitors; 330,000 tested, 2.3% active; note: potency is the fitted concentration of half-maximal effect; % is set by controls: 0 for no effect and ±100 for the full control effect; nearly all actives have a fitted effect of over 55% in size
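In this reporter screen, reduction of luminescence relative to DMSO vehicle indicated activity. Compounds and 5-fluorouridine were added together to 2,000 cells per well, incubated for 16 hr at 37 °C, then developed with ONE-Glo.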
VP16 counter: VP16 counterscreen qHTS for inhibitors of ROR gamma transcriptional activity. Drosophila S2 Gal4-VP16 UAS-luciferase, luminescence, 20 h. Potency, µM (doses to about 53.6 µM), for the others: top-dose activity, negative = inhibition, hits mostly inhibitors. 310,000 tested, 3.5% active. AID 2546, 2010;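 note: Gal4-VP16 expression switched on by copper sulfate through the metallothionein promoter; potency is the fitted concentration of half-maximal effect; % is set by controls: 0 for no effect and ±100 for the full control effect; nearly all actives have a fitted effect of over 50% in size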
An asterisk follows results filed as active; ? = inconclusive; / = no result given; & = joins results of further samples; [ ] = dose if it differs, or a comment. Unless noted, calls come from the whole dose curve; as a rule, active = well fitted curve in the direction sought with a large enough effect; inconclusive = small, poorly fitted or top-dose-only effect, or another doubt; inactive = no such curve, though single readings can be large; an effect the other way counts as inactive or inconclusive. These rows are one share of the data, so the mix of outcomes need not match the whole.

SMILES	Menin MLL FP TR	Mito fusion yeast	KCNH2 3.1 block	PKM2 activator	RORgamma inh	Rab9 promoter act	MBNL1-CUG inh	FLuc counter	NPC1 prom act	ELG1 DNA repair	VP16 counter
CCOc1ccc(NC(=O)CN(C)C(=O)CC2OC(=O)c3ccccc32)cc1OCC (stereo unspecified)	/	1.0%	23.5	/	/	-4.9%	/	3.6%	-7.3%	1.7%	/
CC(C)N1CCc2c(sc(NC(=O)CCS(=O)(=O)c3ccccc3)c2C#N)C1	-5.6%	0.3%	27.3	9.2%	2.1%	0.7%	2.4%	0.5%	-9.2%	?	-2.3%
O=C(NCCOc1ccc(Cl)cc1)c1ccc2ccccc2n1	7.2%	?	-9.8	-4.7%	20.9%	-0.4%	11.7%	?	-2.6%	?	-8.5%
CC(NC(=O)C(Cc1ccccc1)NC(=O)c1ccccc1)C(=O)O (stereo unspecified)	-18.1%	1.0%	-13.1	-4.3%	0.8%	9.6%	-10.6%	0.8%	2.0%	-1.5%	-4.8%
O=C(c1ccccc1)N1CCN(S(=O)(=O)N2CCCCC2)CC1	17.3%	0.3%	-0.1	-0.4%	-17.8%	-4.3%	-12.5%	4.7%	-3.4%	-4.4%	7.3%
CCOC(=O)N1CCC(Nc2c([N+](=O)[O-])cc(C(=O)O)cc2[N+](=O)[O-])CC1	-1.1%	9.0%	-9.5	/	-0.1%	-5.5%	?	-1.8%	-1.4%	11.8%	0.1%
Nn1c(SCC(=O)Nc2ccccc2Br)nnc1-c1ccco1	6.0%	-0.9%	7.4	0.5%	-25.3%	-1.1%	0.7%	0.5%	-2.0%	0.8%	0.7%
CCCNc1c(NS(=O)(=O)c2cccc(C#N)c2)c(=O)oc2ccccc12	-12.5%	-1.8%	-46.1	-0.1%[0.46 µM]	-2.0%	-0.3%	-6.0%	3.3%	1.5%	2.7%	-7.1%
CCOC(=O)[C@@H]1[C@H]2COc3ccccc3[C@H]2N2C(=O)N(c3ccc(OC)cc3)C(=O)[C@]12C	10.4%	5.2%	-6.1	-0.5%	32.4%	-0.5%	-1.9%	1.0%	0.5%	-4.9%	-1.1%
Cc1ccc(-c2nc(CS(=O)CC(=O)NCc3ccccc3)c(C)o2)cc1 (stereo unspecified)	3.5%	-2.3%	2.7	6.5%	?	0.2%	-7.8%	-1.2%	0.5%	0.0%	5.6%
CCOC(=O)c1c(C)[nH]c(C)c1S(=O)(=O)N(C)CC(=O)NCc1ccc(F)cc1	-1.2%	11.5%	2.5	/	-6.0%	4.1%	-1.0%	3.9%	2.4%	0.1%	-5.8%
COc1c(O)ccc2cnn(-c3ccccc3C)c(=O)c12	6.7%	5.8%	-7.8	3.6%	0.0%	-21.1%	/	-3.4%	-3.6%	7.1%	1.6%
CC1CCN(C(=O)CCNC(=O)c2ccccc2)CC1	14.0%	-1.9%	1.3	2.3%	4.7%	?	3.6%	-4.1%	21.9%	?	-3.1%
CC12CC3CC(C)(C1)CC(C(=O)NCc1ccco1)(C3)C2	-18.8%	-4.6%	-6.6	5.7%	-27.7%	-3.3%	-4.0%	4.7%	?	-5.7%	-10.5%
CC(=O)n1cc([C@@H]2C=C(C(=O)N3CCN(Cc4ccccc4)CC3)O[C@H](OCc3ccc(CO)cc3)C2)c2ccccc21	?	1.3%	/	7.8%	-3.3%	-3.1%	16.1%	0.5%	-4.2%	9.2µM*	-9.6%
N#Cc1sc2nc(C3CC3)cc(-c3ccccc3)c2c1N	1.6%	22.8%	-1.1	8.6%	?	-4.1%	2.0%	6.6%	1.0%	2.8%	-11.0%
COc1ccccc1C(=O)Nc1nnc(S(=O)(=O)N2CCC(C)CC2)s1	?	-0.7%	-17.3	0.4%	0.0%	2.9%	10.8%	-15.6%	-2.3%	?	-5.9%
COCCCN(C(=O)c1ccccc1)c1nc(-c2ccc(OC)cc2)cs1	36.9%[activator]	-5.4%	-27.8	3.1%[11.5 µM]	-15.2%	4.9%	2.5%	-8.3%	1.7%	?	-3.2%
O=C(NCc1nnnn1-c1cccc(F)c1)c1ccc(S(=O)(=O)N2CCOCC2)cc1	/	-3.1%	4.0	/	/	-2.1%	/	2.9%	-4.4%	-12.7%	/
CCOC(=O)C1(CC2CCCCO2)CCN(C(=O)Nc2ccccc2)CC1 (stereo unspecified)	21.0%	-6.5%	2.7	-5.4%	6.2%	24.5%	-14.8%	?	7.6%	?	-2.4%
COc1cc(/C=N/NS(=O)(=O)c2ccc(C)cc2)ccc1OCc1ccc(C(=O)O)cc1	5.3%	5.4%	10.6	-3.3%	-39.3%	4.47µM*	5.8%	0.0239µM*	0.794µM*	?	?
O=C(CCNC(=O)c1ccc(Br)o1)NC1CCCC1	-5.7%	-3.0%	-16.0	4.3%	-17.3%	-1.7%	-6.7%	2.9%	-2.7%	6.1%	-0.4%
CC(C)(C)/C(COc1ccccc1[N+](=O)[O-])=N/O	7.5%	5.9%	-15.5	0.5%	?	-0.2%	0.2%	2.8%	-0.7%	7.0%	-28.8%
Cc1ccc(O)c(-c2cc(C(=O)Nc3ccc(S(=O)(=O)Nc4nc(C)cc(C)n4)cc3)[nH]n2)c1	?	-1.1%	-13.7	-0.9%	?	-3.5%	-23.4%	?	6.2%	-7.7%	-27.0%
CCCCN(CC)CCCNC(=O)c1cn(CC(C)C)c(=O)c2c1c1ccccc1n2C	7.7%	-2.1%	1.1	/	5.6%	-4.1%	0.9%	-3.2%&0.4%	-4.7%	18.9%	5.2%
CCCn1cc(SCC(N)=O)c2ccccc21	/	12.1%	8.9	-0.7%	24.4%	0.4%	-2.5%	3.0%	-1.9%	7.2%	8.9%
CC(C)(C)NC(=O)Cn1nnnc1-c1nonc1N	-17.6%	-2.9%	-14.4	2.8%	15.9%	11.2%	1.6%	-3.3%	8.3%	?	15.6%
O=C1C2CCCN2C(=O)N1CCCCN1CCN(c2cccc(Cl)c2)CC1 (stereo unspecified)	-2.4%	-14.5%	0.6	6.0%	-1.2%	-2.7%	-2.5%[11.5 µM]	-0.6%	-2.7%	-10.2%	-1.8%
CCOC(=O)N1CCN(C(=O)CN2C(=O)COc3ccc(S(=O)(=O)N4CCOCC4)cc32)CC1	/	-2.5%	8.5	/	-17.2%	-4.8%	2.7%	2.2%	0.4%	0.6%	4.5%
CC(Sc1ccc(Cl)cc1)C(=O)Nc1ccc(S(=O)(=O)N2CCOCC2)cc1 (stereo unspecified)	?	6.6%	-6.8	0.5%	?	-0.2%	5.8%	2.9%	-1.1%	-20.0%	2.2%
Cc1scc(C(=O)N2CCN(S(C)(=O)=O)CC2)c1-c1ccccc1	-19.9%	-1.9%	0.6	-4.0%	?	-1.9%	-12.5%	-0.3%	-0.6%	12.7%	3.2%
COC(=O)c1sc(N2CCCCC2)c(C#N)c1N	/	3.0%	1.2	-0.1%	-0.5%	-4.8%	/	-16.9%	-4.8%	27.8%	-5.4%
O=C(O)CSc1c2c(nc3cc(C(=O)NCCN4CCOCC4)ccc13)CCC2	/	-2.8%	12.3	6.9%	0.7%	-2.0%	?	1.7%	-1.1%	0.0%	-3.8%
Cc1cc(C)c2c(CN3CCC(C)CC3)cc(=O)oc2c1C	-26.1%	-21.3%	2.9	/	-24.7%	-0.2%	2.0%	-6.2%	1.2%	4.1%	0.4%

Screening results from PubChem.
